# Screening results deposited in PubChem BioAssay by Sanford-Burnham Center for Chemical Genomics.
# A3G deaminase: blocks human APOBEC3G single-stranded DNA deamination; inhibition, % at 20 µM; recombinant A3G, ssDNA deamination FAM/TAMRA fluorescence; AID 493012; 330,000 tested, 0.28% active; Q9HC16;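 active = inhibition of at least 40% at 20 µM, with no more than 30% in the related APOBEC3A deaminase screen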;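 also: plate controls were DMSO wells with A3G for no effect and wells lacking A3G enzyme for full effect; some compounds called inactive have numbers as strong as hits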
# MIN6 prolif: MIN6 beta-cell proliferation induction; MIN6 cells proliferation, ATPlite luminescence, 48 h; cells starved in 0.2% serum; 100% = growth in 10% serum; proliferation, % at 10 µM; 330,000 tested, 0.29% active;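 active = compounds whose signal lies at least 3.5 SD above the mean of all wells on their plate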;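 also: 0% = DMSO-treated cells in low-serum medium and 100% = 10% serum control; some compounds called inactive have numbers as strong as hits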
# mIAP inh: mouse IAP inhibition. inhibition, % at 10 µM. 330,000 tested, 0.2% active. purified mouse IAP, CDP-Star luminescence, 30 min;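 active = inhibition of at least 40% at 10 µM in the primary screen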;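 also: plate controls were DMSO with enzyme for no effect and no enzyme wells for full effect; values of inactives mirror those of a sister screen read the other way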
# hIAP activ: increases human intestinal alkaline phosphatase activity; purified human IAP, CDP-Star luminescence, 30 min; hits give high values; 1 = vehicle-only enzyme, 0 = enzyme-free background; activation factor at 10 µM; 330,000 tested, 0.16% active; AID 2524;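 active = activation factor of the enzyme at least 2-fold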; also: the source names both 10 and 20 µM as test concentration; values of inactives mirror those of a sister screen read the other way
# Target sequence (P09923 whole entry, looked up): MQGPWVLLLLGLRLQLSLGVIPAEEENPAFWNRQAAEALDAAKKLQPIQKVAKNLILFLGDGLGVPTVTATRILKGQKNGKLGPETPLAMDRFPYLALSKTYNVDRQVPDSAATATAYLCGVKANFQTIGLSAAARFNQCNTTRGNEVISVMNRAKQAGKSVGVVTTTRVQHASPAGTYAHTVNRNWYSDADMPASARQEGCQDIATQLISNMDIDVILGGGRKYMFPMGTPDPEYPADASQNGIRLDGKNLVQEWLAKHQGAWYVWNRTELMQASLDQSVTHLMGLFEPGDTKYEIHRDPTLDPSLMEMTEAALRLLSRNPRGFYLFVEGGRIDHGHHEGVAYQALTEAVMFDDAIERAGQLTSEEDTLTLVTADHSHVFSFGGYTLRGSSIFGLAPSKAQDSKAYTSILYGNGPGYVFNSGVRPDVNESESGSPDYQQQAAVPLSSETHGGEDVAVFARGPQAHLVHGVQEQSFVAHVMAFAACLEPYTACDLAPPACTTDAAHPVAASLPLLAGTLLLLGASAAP
# hIAP block: human IAP inhibition | 330,000 tested, 0.12% active | purified IAP, CDP-Star luminescence, 30 min | inhibition, % at 10 µM | P09923;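 active = inhibition reaching a set limit with compound at 10 µM in the primary screen, cut at about 35% in these data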;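 also: plate controls were DMSO wells with enzyme for no effect and no-enzyme buffer wells for full effect; values of inactives mirror those of a sister screen read the other way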
# NLRP3 yeast inh: inhibitors of NALP3 inflammasome in yeast | 330,000 tested, 0.39% active | Yeast reconstituted NLRP3/ASC/caspase-1, beta-gal luminescence, 24 h | inhibition, % at 10 µM;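 active = inhibition of 50% or more; inactive = inhibition below 50%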;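 also: plate controls were induced DMSO wells for no effect and uninduced yeast grown without galactose for full effect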
# SENP1 inh: blocks the human SENP1 SUMO protease catalytic domain; recombinant SENP1 catalytic domain, CyPet-SUMO1-YPet FRET cleavage; inhibition, % at 10 µM; 360,000 tested, 0.21% active; Q9P0U3;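 active = inhibition at least 30% at 10 µM, raw YFP signal under a set limit, fluorescence ratio 0.5 to 1.5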;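 also: 0% = enzyme with DMSO and 100% = no enzyme wells; some results filed as inactive read as strong as hits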
# Target sequence (Q9P0U3 419-644 limits assumed): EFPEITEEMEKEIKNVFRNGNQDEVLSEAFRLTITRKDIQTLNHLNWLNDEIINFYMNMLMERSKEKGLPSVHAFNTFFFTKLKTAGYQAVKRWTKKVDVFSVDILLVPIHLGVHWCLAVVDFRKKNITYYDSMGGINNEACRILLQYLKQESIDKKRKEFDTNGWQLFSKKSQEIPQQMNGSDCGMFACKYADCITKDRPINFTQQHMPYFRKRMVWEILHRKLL
#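 Compound: 10 µM single point, 0.5% DMSO; Test system: hSENP1 catalytic domain, recombinant; Timing: 50 min reaction at room temperature; Technique: FRET, CFP and YFP emission; Control set: no-enzyme wells low, DMSO-plus-enzyme wells high control.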
# mIAP activ: increases mouse intestinal alkaline phosphatase activity; muIAP, CDP-Star luminescence, 30 min; hits give high values; 1 = vehicle-only enzyme signal, 0 = enzyme-free wells; activation factor at 10 µM; 330,000 tested, 0.24% active; AID 2805;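 active = activation factor of at least 2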; also: the source names both 10 and 20 µM as test concentration; values of inactives mirror those of a sister screen read the other way
#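 System: Mouse IAP enzyme | Also added: CDP-Star substrate | Dosing: Compounds dispensed in DMSO | Schedule: 30 min enzyme-substrate-compound incubation at room temperature | Technique: Chemiluminescence readout | Control set: DMSO-only wells and no-enzyme negative control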
# APOBEC3A inh: blocks human APOBEC3A ssDNA deamination. recombinant A3A, FAM/TAMRA ssDNA deamination fluorescence. AID 493011. 330,000 tested, 0.41% active. P31941. inhibition, % at 20 µM;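 active = at least 40% inhibition at 20 µM here, with at most 30% in a related deaminase screen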;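 also: plate controls were A3A with DMSO for no effect and wells lacking A3A enzyme for full effect; some results filed as inactive read as strong as hits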
# Target sequence (P31941 whole entry, looked up): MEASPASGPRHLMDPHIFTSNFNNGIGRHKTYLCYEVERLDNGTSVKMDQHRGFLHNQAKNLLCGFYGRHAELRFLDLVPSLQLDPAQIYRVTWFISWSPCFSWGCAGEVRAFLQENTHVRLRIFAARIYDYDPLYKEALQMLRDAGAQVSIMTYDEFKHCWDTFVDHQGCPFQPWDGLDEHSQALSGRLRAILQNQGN
# Numbers without * were called inactive; / = not tested or not shown. This is a subset (hit frequency here may not be typical).
SMILES,A3G deaminase,MIN6 prolif,mIAP inh,hIAP activ,hIAP block,NLRP3 yeast inh,SENP1 inh,mIAP activ,APOBEC3A inh
O=C(Nc1ccccc1)C1=C[C@H](c2ccc(C(F)(F)F)cc2)C[C@H](OCCCCO)O1,-3,-6,-1,0.95,5,6,-2,1,0
O=Cc1c(NCc2ccc(F)cc2)c2ccccc2[nH]c1=O,-8,0,4,1.1,-6,22,1,0.96,-2
C[C@H]1[C@H](NC(=O)C(=NOC(C)(C)C(=O)O)c2csc(N)n2)C(=O)N1S(=O)(=O)O,2,4,-6,0.98,2,4,3,1.1,2
CCN(CC)S(=O)(=O)c1cccc(NC(=O)CC2CCCC2)c1,-3,0,-2,1.1,-7,7,-1,1,1
Cc1ccc(N2C(=O)CN(Cc3ccccc3)C2=S)cc1C,1,-5,-9,1,0,28,2,1.1,1
O=C(COC(=O)Cc1ccc(Br)cc1)NCc1ccc(F)cc1,6,-2,11,0.92,8,1,5,0.89,4
C=CC(COCc1ccccc1)N(C(=O)OC(C)(C)C)S(=O)(=O)c1ccccc1Br (configuration not stated),-8,-5,11,1,-1,15,0,0.89,0
Cc1ccc2c(c1)N(CCC(=O)NCc1cccs1)C(=O)C(C)O2 (configuration not stated),4,0,-4,1.2,-22,1,2,1,3
Cc1[nH]c2ccc(F)cc2c1CCN(Cc1ccncc1)C(=S)Nc1cccc(F)c1,-6,-5,-13,0.92,8,16,-3,1.1,-7
COc1ccc2nc(NC(=O)c3ccoc3C)sc2c1,-3,0,16,0.81,19,35,0,0.84,-1
Cc1ccccc1C(=O)NC(=S)NCCc1ccccc1,3,-6,-5,0.93,7,-75,3,1,-6
CC(=O)Nc1ccc(S(=O)(=O)Nc2ccccc2C(=O)N2CCCCC2)cc1,-3,-4,2,0.99,1,11,2,0.98,1
COc1ccc2nc(NCc3cccnc3)sc2c1,-3,-3,-6,1,0,9,-1,1.1,-4
CCC(=O)Nc1ccc2c(c1)nc(CCN1CCN(c3ccccc3)CC1)n2C,-5,-1,1,0.81,19,7,2,0.99,-1
COc1cc(OC)c(C2=Nc3ccc(Br)cc3C(c3ccccc3)N2CC(=O)NN)cc1OC (configuration not stated),-5,-3,-2,1.1,-10,19,3,1,0

# Structures shown so far that contain a halogen (six):
SMILES,A3G deaminase,MIN6 prolif,mIAP inh,hIAP activ,hIAP block,NLRP3 yeast inh,SENP1 inh,mIAP activ,APOBEC3A inh
O=C(Nc1ccccc1)C1=C[C@H](c2ccc(C(F)(F)F)cc2)C[C@H](OCCCCO)O1,-3,-6,-1,0.95,5,6,-2,1,0
O=Cc1c(NCc2ccc(F)cc2)c2ccccc2[nH]c1=O,-8,0,4,1.1,-6,22,1,0.96,-2
O=C(COC(=O)Cc1ccc(Br)cc1)NCc1ccc(F)cc1,6,-2,11,0.92,8,1,5,0.89,4
C=CC(COCc1ccccc1)N(C(=O)OC(C)(C)C)S(=O)(=O)c1ccccc1Br (configuration not stated),-8,-5,11,1,-1,15,0,0.89,0
Cc1[nH]c2ccc(F)cc2c1CCN(Cc1ccncc1)C(=S)Nc1cccc(F)c1,-6,-5,-13,0.92,8,16,-3,1.1,-7
COc1cc(OC)c(C2=Nc3ccc(Br)cc3C(c3ccccc3)N2CC(=O)NN)cc1OC (configuration not stated),-5,-3,-2,1.1,-10,19,3,1,0

# (more compounds)
SMILES,A3G deaminase,MIN6 prolif,mIAP inh,hIAP activ,hIAP block,NLRP3 yeast inh,SENP1 inh,mIAP activ,APOBEC3A inh
Oc1ccc2ccccc2c1CN1CCN(c2ccccc2F)CC1,-4,-3,-1,0.98,2,0,1,1,-1
O=C1COc2ccc(C(=O)COC(=O)c3ccc(S(=O)(=O)C(F)F)cc3)cc2N1,-8,4,6,1.2,-23,27,1,0.94,4
O=C(NCC1CCCO1)c1ccc2c(c1)C(=O)N(C1CCCCC1)C2=O (configuration not stated),-2,-3,0,1.2,-15,5,1,1,-3
CCc1ccc(/C=C2/SC(=S)N(CCC(=O)NCCCN3CCOCC3)C2=O)cc1,-5,-2,11,1.1,-6,13,3,0.89,-2
CC1(C)Oc2ccc(/C=C/C(=O)N3CCOCC3)c(O)c2C(N2CCOCC2)C1O (configuration not stated),-5,-2,-5,1.2,-18,7,/,1,-2
O=c1cc2c(nn1Cc1ccc(Cl)cc1)-c1ccccc1CC2,1,-3,16,0.82,18,31,-8,0.84,0
O=C(CCNS(=O)(=O)c1cccs1)NCc1ccccc1,-3,-2,-3,0.87,13,18,0,1,-7
O=C(CN(C(=O)CNC(=O)c1cccs1)c1ccc(F)cc1)NC1CCCC1,-7,0,4,1,-4,-2,-1,0.96,-1
CCOC(=O)[C@H]1[C@H]2COc3ccc(OC)cc3[C@@H]2N2C(=O)CN(C)C(=O)[C@@]12C,-5,-1,7,1,-4,11,0,0.93,-1
COCCNc1nc(=S)[nH]c2cc(OC)c(OC)cc12,-4,0,-11,0.95,5,-3,2,1.1,-4
COc1cccc2sc(N(CCCN(C)C)C(=O)COc3ccc(Cl)cc3)nc12,-5,-2,-13,1.1,-9,13,0,1.1,1
CC(Sc1nnc2ccccn12)C(=O)Nc1ccc(N2CCOCC2)cc1 (configuration not stated),0,0,-1,1,-1,16,2,1,-1
CN(C)c1ccc(N/C=C/C(=O)C(C)(C)C)cc1,-5,-4,4,0.97,3,26,0,0.96,-9
COc1ccc2[nH]c(=O)c(CN(C(C)=O)c3ccc(C)c(C)c3)cc2c1,-7,3,7,1.1,-10,5,-1,0.93,-5
O=C(c1cnn2c(C(F)(F)F)cc(-c3ccco3)nc12)N1CCCc2ccccc21,-4,-2,-15,1.3,-26,17,0,1.1,-1

# In another format: 2 of the compounds above
smiles: C[C@H]1[C@H](NC(=O)C(=NOC(C)(C)C(=O)O)c2csc(N)n2)C(=O)N1S(=O)(=O)O
  A3G deaminase = 2; MIN6 prolif = 4; mIAP inh = -6; hIAP activ = 0.98; hIAP block = 2; NLRP3 yeast inh = 4; SENP1 inh = 3; mIAP activ = 1.1; APOBEC3A inh = 2

smiles: CCN(CC)S(=O)(=O)c1cccc(NC(=O)CC2CCCC2)c1
  A3G deaminase = -3; MIN6 prolif = 0; mIAP inh = -2; hIAP activ = 1.1; hIAP block = -7; NLRP3 yeast inh = 7; SENP1 inh = -1; mIAP activ = 1; APOBEC3A inh = 1

# Next structures follow.
SMILES,A3G deaminase,MIN6 prolif,mIAP inh,hIAP activ,hIAP block,NLRP3 yeast inh,SENP1 inh,mIAP activ,APOBEC3A inh
Cc1ccc2cc(C#N)c(SCc3nnc(-c4ccccc4[N+](=O)[O-])o3)nc2c1,-4,0,9,0.91,9,13,2,0.91,4
CCc1ccc2ncc(S(=O)(=O)c3ccc(C)c(C)c3)c(N3CCCC3)c2c1,-6,0,8,0.89,11,22,-2,0.92,-2
CC(C)(C)c1ccc(OCCOc2ccc(C(C)(C)C)cc2NC=O)c(NC=O)c1,6,-7,-7,0.99,1,5,4,1.1,-3
COc1ccccc1OCCCC(=O)Nc1ccc([N+](=O)[O-])cc1Br,-4,-1,3,1.1,-6,43,0,0.97,-2
CCCCOC(=O)C1=C(C)Nc2ncnn2C1c1cc(OC)c(OC)cc1OC (configuration not stated),-6,-1,2,0.75,25,5,1,0.98,-1
COc1cc(O)cc2c1[C@@H]1Oc3c(ccc(O)c3CC=C(C)C)[C@@H]1CO2,-12,-4,-18,0.97,3,1,-1,1.2,-5
O=C1CC(N2CCN(c3ccccc3Cl)CC2)C(=O)N1c1ccccc1 (configuration not stated),-1,0,4,0.87,13,17,0,0.96,-2
c1ccc(-n2nc3ccccc3n2)cc1,-2,-2,1,0.82,18,-16,0,0.99,1
Cc1cccc(N(CC(=O)NC2CC3CCC2C3)S(=O)(=O)c2ccccc2)c1 (configuration not stated),0,4,-4,0.96,4,9,-1,1,2
O=C(NCc1ccon1)C1CCC(=O)N(CCc2cccc(F)c2)C1 (configuration not stated),-3,-1,-4,1.1,-10,8,0,1,-3
CN(C)CCNc1c(N)c(=O)oc2ccccc12,-8,-6,9,0.89,11,3,-2,0.91,-5
Cc1ccc(S(=O)(=O)N(C)C)cc1NC(=O)COC(=O)COc1ccc2c(c1)CCC2,-8,5,-4,0.99,0,5,3,1,-1
Cc1ccc(S(=O)(=O)CC(=O)c2ccccc2[N+](=O)[O-])cc1,-10,-2,3,1,-1,21,1,0.97,-4
Cc1nc2ccccc2n1-c1nc(-c2ccco2)cc(C(F)(F)F)n1,-4,-6,0,0.95,5,14,-1,1,1
NS(=O)(=O)c1cccc(NC(=O)CC2(CC(=O)O)CCCC2)c1,1,0,3,1.1,-14,2,4,0.97,-4
Cc1ccc(S(=O)(=O)N2CCOCC2)cc1NC(=O)COC(=O)Cc1cccs1,-8,0,0,1.1,-14,14,2,0.99,4
COC(=O)c1nc(-c2ccc(C)cc2)oc1N(C)C,-7,-2,0,0.97,3,31,1,1,-5
O=C(NCc1ccco1)c1cnn2c(C(F)(F)F)cc(-c3cccs3)nc12,-6,1,-4,1.3,-26,18,-23,1,-2
COc1cc([N+](=O)[O-])c(N2CCOCC2)c([N+](=O)[O-])c1OC,-4,-1,-2,0.97,3,5,1,1,-1
CCCn1c(SCC(=O)Nc2cc(Cl)ccc2Cl)n[nH]c1=O,-3,-2,-8,1.1,-8,-15,2,1.1,-2
CC1CCc2nn(CC(=O)Nc3ccc(F)cc3F)cc2C1 (configuration not stated),-4,1,10,0.98,2,28,1,0.9,-5
Cc1nc(N2N=C(c3ccc(Cl)cc3)CC2c2ccco2)sc1C(=O)N(C)C (configuration not stated),-9,-2,-5,1,-4,6,-75,1.1,5
CCOCCCNC(=O)CN1C(=O)COc2ccc(S(=O)(=O)N3CC(C)CC(C)C3)cc21 (configuration not stated),-7,-1,7,1.3,-30,-9,3,0.93,-5
Nc1[nH]n2c(=O)cc(-c3ccccc3)nc2c1N=Nc1ccc(S(N)(=O)=O)cc1,0,-3,20,0.73,27,40,6,0.8,1
CC1(C)OCC(C2CC(c3ccccc3)NS(=O)(=O)O2)O1 (configuration not stated),-5,-3,-5,1.1,-8,22,2,1.1,-2
Cc1c(-c2cc(C(=O)O)c3ccccc3n2)cnn1C,3,2,-17,1.1,-12,2,-1,1.2,-6
CCCCN1C(=S)NC[C@@H]1Cc1ccc(O)cc1,-6,0,1,0.95,5,23,1,0.99,-6
CN(C)CCOCCOc1ccc(Cl)cc1Br,-9,0,-7,1.1,-14,-3,3,1.1,-7
CCOc1ccccc1C(=O)N1CCN=C1SC,-1,0,2,0.94,6,-5,1,0.98,2

# Compounds shown so far that have a tert-butyl group (3):
SMILES,A3G deaminase,MIN6 prolif,mIAP inh,hIAP activ,hIAP block,NLRP3 yeast inh,SENP1 inh,mIAP activ,APOBEC3A inh
C=CC(COCc1ccccc1)N(C(=O)OC(C)(C)C)S(=O)(=O)c1ccccc1Br (configuration not stated),-8,-5,11,1,-1,15,0,0.89,0
CN(C)c1ccc(N/C=C/C(=O)C(C)(C)C)cc1,-5,-4,4,0.97,3,26,0,0.96,-9
CC(C)(C)c1ccc(OCCOc2ccc(C(C)(C)C)cc2NC=O)c(NC=O)c1,6,-7,-7,0.99,1,5,4,1.1,-3
